T cell modulator – modulates CD8 T cell binding to vesicles. 330,000 tested, 0.068% active. calls only at 7 µM. 2C CD8+ T cell-vesicle binding, flow cytometry; stronger effect = lower value;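 active = response, share of CD8 T cells binding vesicles, and their 90th percentile fluorescence all below set limits, cut at about 80% in these data, passing the limit was not always enough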
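Incubation: binding step 1.5 h, 37 °C, antibody labelling 20 min, ice; system: murine 2C transgenic CD8+ T lymphocytes; technique: cytometric PE anti-B7-1 and Alexa647 anti-CD8 signals after 1% paraformaldehyde fixation; also added: QL9-charged Drosophila Ld/ICAM-1/B7-1 vesicles; control set: naked versus QL9-loaded vesicles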
Lipid droplet – modulators of hepatic lipid droplet formation; AML12 mouse hepatocytes, oleate lipid droplets, BODIPY imaging; inhibition, % at 6.5 µM; 240,000 tested, 0.4% active;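 active = lipid droplet intensity inhibited by at least 50%, with more than 500 cells counted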
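Technique: fluorescence imaging, 20x objective, two fields per well / Assay system: AML12 hepatocytes (mouse) / Measure: % inhibition of lipid droplet signal / Doses: 6.5 µM single-point dosing / Incubation: overnight exposure / Reagent: 100 µM oleic acid challenge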
Dynein cargo inh – blocks dynein driven cargo transport along microtubules; 220,000 tested, 0.47% active; 3617.4 mouse cells, GR-EGFP nuclear translocation imaging; test concentration mostly 20 µM; stimulated with dexamethasone, 1 µM; stronger effect = lower value; z-score, hits read low;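 active = plate z-score of nuclear minus cytoplasmic receptor signal below a set negative limit, without overly bright fluorescence or cell loss, cut at about -3.5 in these data, passing the limit was not always enough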;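 note: z-score of nuclear minus cytoplasmic ring GR-EGFP intensity difference per well; some compounds called inactive have numbers as strong as hits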
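Also added: dexamethasone, 1.0 µM final. Medium: tet-free, stripped-serum medium. Detection: fixed, Hoechst-stained cells imaged at 10x for EGFP. Read-out: nuclear-to-cytoplasmic GR-EGFP distribution per well. Times: induction 48 h, compound 1 h, agonist 30 min.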
CSM14.1 death rescue – rescue of cells from ER stress-induced death, primary screen, 384-well, CSM14.1, thapsigargin, ATP luminescence (AID 1222) | CSM14.1 thapsigargin-induced death rescue, ATP luminescence; higher % means a stronger effect | one-dose cellular ATP content (survival), % at 20 µM; EC50 in µM for titrated hits | 190,000 tested, under 10 active;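 active = EC50 below 50 µM in the dose-response confirmation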;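 note: death triggered by thapsigargin at about 15 µM added after 2 h compound pretreatment; cell ATP read after overnight thapsigargin exposure of roughly 18 to 22 hours; normalized against plate controls of thapsigargin alone and 5% DMSO vehicle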
MT stabilize HCS – microtubule stabilizers in HeLa cells; HeLa tubulin immunostaining HCS, 24 h; share of cells brighter than vehicle mean+2SD; % tubulin-high responders, % at 10 µM; 200,000 tested, 0.83% active; AID 2205;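 active = plate Z-score above 3 for both tubulin-high and condensed-nucleus cell shares, with cell loss under 80%, at 10 µM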;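 note: anti alpha tubulin signal scored within the nucleus-defined area of each cell; some results filed as inactive read as strong as hits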
Salmonella PhoP GFP – inhibitors of PhoP regulon expression, primary screen, Salmonella Typhimurium, GFP reporter (AID 1863). S. Typhimurium PhoP-regulated promoter GFP reporter, 4 h; higher % means a stronger effect. inhibition, % at 50 µM; hits with a dose series show IC50 in µM. 300,000 tested, 0.16% active;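 active = inhibition over 29.93%, a cutoff 3 SD above the screen mean, later confirmed by dose response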;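 note: 0% = low Mg2+ inducing control and 100% = high Mg2+ repressing control; strong numbers were not always called active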
Autophagy mod – autophagy modulation, high-content screen. MEF GFP-LC3 puncta imaging; test concentration mostly 10 µM. calls only at 10 µM (by protocol). 190,000 tested, 0.98% active;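 active = percentage of spot-positive cells more than 3 SD above its plate mean, without a fluorescence outlier flag or 80% toxicity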;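 note: spot-positive cell cutoff set from DMSO-treated cells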
bCat nuc transl – beta-catenin nuclear translocation modulation; HeLa beta-catenin nuclear translocation, immunofluorescence imaging; nuclear translocation activity, % at 5 µM; 190,000 tested, 0.3% active; AID 1665;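 active = nuclear translocation activity above 50% at 5 µM, with a well cell count of 50 or more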;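 note: per-cell ratio of nuclear to cytoplasmic median beta-catenin stain intensity; plate controls were DMSO negative control for no effect and GSK-3 inhibitor IX positive control for full effect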
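System: Human HeLa cells, endogenous beta-catenin | Compound dosing: 5 µM primary, 0.02–20 µM confirmation | Timing: 24 h compound exposure at 37°C, 5% CO2 | Measured by: Fluorescence imaging of beta-catenin antibody stain plus DAPI | Read-out basis: % activation of per-cell nuclear versus cytoplasmic median beta-catenin signal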
Insulin prom up – MIN6 insulin promoter up-regulation; MIN6 insulin promoter-GFP reporter, high-content imaging; stronger effect = higher value; z-score at 5 µM; 190,000 tested, 0.3% active; AID 1625;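 active = z-score above 3 at 5 µM with at least 500 cells counted in the well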
Dynein cargo inh cytoplasmic EGFP – second read-out of Dynein cargo inh, no call of its own (marks repeat the call); z-score; measured here: cytoplasmic GR-EGFP intensity; stronger effect = higher value
Dynein cargo inh nuclear GR-EGFP – recorded beside Dynein cargo inh, whose call it bears; z-score; measured here: nuclear GR-EGFP intensity;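 lower value marks the stronger effect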
Dynein cargo inh cell count – recorded beside Dynein cargo inh, whose call it bears; z-score; measured here: cell count per field
Insulin prom up cell count – also measured in Insulin prom up; calls as there; cell count; measured here: cytotoxicity, nuclei count;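 total cells summed across four imaged fields per well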
Lipid droplet cells 6.5 µM – second read-out of Lipid droplet, no call of its own (marks repeat the call); cell count; measured here: cell count, cytotoxicity flag;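 cells counted across two imaged fields per well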
bCat nuc transl cell count 5 µM – also measured in bCat nuc transl; calls as there; cell count; measured here: cell count, cytotoxicity flag
T cell modulator vesicle-bound % – also measured in T cell modulator; calls as there; double positive events, %; measured here: CD8+ vesicle-bound cell fraction;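 binding gate set so that unloaded-vesicle control wells show 10% double positive cells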
MT stabilize HCS Hoechst-high % – second read-out of MT stabilize HCS, no call of its own (marks repeat the call); % Hoechst-high responders; measured here: nuclear condensation Hoechst responders;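 share of cells brighter than vehicle mean plus two SD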
MT stabilize HCS cytotoxicity % – recorded beside MT stabilize HCS, whose call it bears; toxicity, %; measured here: cytotoxicity by cell density;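 0% = mean cell density of plate MIN control wells and 100% = no cells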
Autophagy mod cell loss 18 h – further read-out of Autophagy mod, marked with its call; toxicity, %; measured here: cell loss, nuclei count;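 cell loss after 18 h compound exposure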
* hit, by the source's call; i = inactive; nt = no result given. No enrichment for hits. Share with any hit: about 3%.

Every second line gives: T cell modulator | T cell modulator vesicle-bound % | Lipid droplet | Lipid droplet cells 6.5 µM | Dynein cargo inh | Dynein cargo inh cytoplasmic EGFP | Dynein cargo inh nuclear GR-EGFP | Dynein cargo inh cell count | CSM14.1 death rescue | MT stabilize HCS | MT stabilize HCS Hoechst-high % | MT stabilize HCS cytotoxicity % | Salmonella PhoP GFP | Autophagy mod | Autophagy mod cell loss 18 h | bCat nuc transl | bCat nuc transl cell count 5 µM | Insulin prom up | Insulin prom up cell count
- O=C(Nc1cc(S(=O)(=O)Nc2ccccc2Cl)ccc1O)c1sc2cc(Cl)ccc2c1Cl
 : i | 58.2 | 2.3 | 662 | 0.532 | -0.236 | 0.725 | -0.604 | -0.8% | 3.8 | 2.2 | 1.6 | -0.1% | i | 33.6 | 0.6 | 1067 | 0.44 | 1560
- CSc1cccc(NC(=O)c2ccccc2N(C)S(C)(=O)=O)c1
 : i | 33.0 | 20.8 | 798 | -0.21 | 0.00449 | 0.0693 | 0.111 | -0.2% | 2.7 | 1.4 | 6.8 | 7.3% | i | -2.6 | nt | nt | nt | nt
- N#CC1=C(Nc2ccc(Br)cc2)CCC1
 : i | 44.5 | nt | nt | -0.719 | -0.19 | -0.115 | 0.368 | -1.9% | 3.9 | 2.1 | 5.5 | 7.5% | i | 6.2 | 1.1 | 1475 | -0.87 | 1564
- Cc1nn(Cc2cccc(C(=O)Nc3ccn(Cc4c(F)c(F)cc(F)c4F)n3)c2)c(C)c1[N+](=O)[O-]
 : i | 36.8 | nt | nt | -0.896 | 0.241 | -0.239 | 0.0635 | 0.9% | 1.4 | 0.9 | 6.2 | 0.0% | i | 14.9 | nt | nt | -0.44 | 819
- CC(C)(ONC(=O)Nc1ccccc1Cl)C(=O)O
 : i | 42.8 | -6.1 | 689 | 1.85 | -0.25 | 0.694 | -0.759 | nt | nt | nt | nt | -13.2% | nt | nt | 0.4 | 1239 | -0.57 | 1277
- CN=C(Nc1ccc(C(=O)OC)s1)c1ccc(Cl)cc1
 : i | 16.5 | -22.4 | 678 | 0.042 | -0.22 | 0.132 | -0.369 | -1.5% | 3.1 | 2.8 | 4.9 | -6.9% | i | 1.0 | -2.6 | 1166 | -0.15 | 1296
- CCCCC(CC)CNC(=O)CN(C)S(=O)(=O)c1cccc2nsnc12 (stereo unspecified)
 : i | 5.4 | nt | nt | 0.0134 | -0.357 | -0.302 | 1.08 | 0.2% | 3.8 | 2.8 | 5.1 | -9.3% | i | 9.7 | -3.6 | 705 | 0.86 | 1273
- Cc1ccnc(NC(=O)c2cc(S(=O)(=O)N3CCCCC3)ccc2Cl)c1
 : i | 27.1 | 0.6 | 782 | -0.061 | 0.5 | 0.349 | -1.21 | -1.1% | 0.5 | 0.9 | 4.5 | 3.1% | i | 2.0 | nt | nt | -0.2 | 814
- CCCNc1nc(N2CCCC2)nc(N2CCCC2)n1
 : i | 58.3 | -2.9 | 553 | -1.09 | -0.317 | -0.685 | 0.995 | -1.0% | 0.5 | 0.9 | 3.7 | -8.1% | i | 0.0 | 0.4 | 1522 | nt | nt
- Nc1nc(NCCN2CCOCC2)nc(NCc2ccccc2)c1[N+](=O)[O-]
 : i | 54.3 | 4.3 | 710 | 0.245 | -0.295 | -0.11 | 0.299 | nt | nt | nt | nt | -9.6% | nt | nt | -0.5 | 1351 | 0.05 | 1473
- CC(C)(C)c1cc(C(=O)NCc2ccco2)ccn1
 : i | 12.0 | -0.3 | 721 | -0.565 | -0.181 | -0.316 | 0.75 | nt | 4.8 | 3.0 | 5.9 | -6.5% | i | 5.8 | -1.4 | 1053 | 0.77 | 1321
- COc1cccc(CNC(=O)CCl)c1
 : i | 41.0 | -4.4 | 657 | -0.364 | -0.215 | -0.354 | -0.0215 | -2.3% | 6.1 | 2.0 | 6.8 | -0.3% | i | 3.4 | 2.3 | 986 | 1.73 | 1205
- Cc1nn(CC(=O)Nc2ccc(C(=O)N3CCCC3)cc2)c(=O)c2ccccc12
 : i | 33.1 | 13.7 | 727 | 0.429 | -0.204 | 0.395 | 0.593 | -2.5% | 2.2 | 2.6 | 6.4 | -3.4% | i | -27.0 | -5.7 | 1204 | -0.63 | 1300
- CCOc1ccc2c(c1)c1nnc(SCC(=O)N3CCC(C)CC3)nc1n2C
 : nt | nt | 3.8 | 722 | -0.719 | -0.274 | -0.0167 | 0.419 | nt | 2.0 | 2.0 | 20.1 | 5.1% | i | -0.2 | nt | nt | 0.09 | 1267
- COC(=O)c1ccccc1Nc1ccccc1
 : i | 13.2 | nt | nt | -0.0243 | -0.201 | -0.0268 | 0.293 | -0.8% | 1.6 | 2.5 | 5.6 | 0.2% | i | -18.0 | -6.0 | 999 | 0.24 | 1503
- COc1ccc(C2CC3(O)NC(=O)C(C#N)(C3C)C2(C#N)C#N)cc1 (stereo unspecified)
 : i | 57.1 | 33.9 | 725 | 0.962 | -0.156 | 0.374 | -1.8 | nt | nt | nt | nt | -1.9% | nt | nt | 0.1 | 1243 | 0.22 | 1153
- COc1cccc(NC(=S)N2CCCN(Cc3ccc(F)cc3)C2)c1
 : i | 32.8 | 5.1 | 770 | 0.361 | 0.747 | -0.0254 | -0.662 | -0.8% | 1.7 | 1.5 | 3.0 | 3.4% | i | 4.1 | -1.4 | 1024 | -0.36 | 1210
- Cc1ccc(NC(=O)CC2S/C(=N/N=C/c3c[nH]c4ccccc34)NC2=O)cc1 (stereo unspecified)
 : i | 42.5 | 21.1 | 622 | -0.303 | 0.225 | -0.0195 | 0.467 | -0.6% | 1.5 | 2.9 | 8.3 | -5.6% | i | -4.5 | -0.7 | 1011 | 0.16 | 1460
- CCOc1ccc(NC(=O)N2CC=C(n3c(=O)[nH]c4ccccc43)CC2)cc1
 : i | 41.7 | nt | nt | 0.119 | -0.192 | -0.131 | 0.0521 | 0.3% | 1.1 | 1.8 | 12.1 | -2.4% | i | 5.1 | 4.2 | 1381 | -1.55 | 1214
- O=C(Nc1ccncc1)C1CCN(S(=O)(=O)c2cccs2)CC1
 : i | 39.1 | 18.7 | 659 | 0.0962 | -0.347 | 0.501 | -0.316 | -0.1% | 2.3 | 4.1 | 7.5 | -5.3% | i | -4.3 | -3.8 | 1159 | -1.02 | 1214

Going on with the list:
canonical_smiles | T cell modulator | T cell modulator vesicle-bound % | Lipid droplet | Lipid droplet cells 6.5 µM | Dynein cargo inh | Dynein cargo inh cytoplasmic EGFP | Dynein cargo inh nuclear GR-EGFP | Dynein cargo inh cell count | CSM14.1 death rescue | MT stabilize HCS | MT stabilize HCS Hoechst-high % | MT stabilize HCS cytotoxicity % | Salmonella PhoP GFP | Autophagy mod | Autophagy mod cell loss 18 h | bCat nuc transl | bCat nuc transl cell count 5 µM | Insulin prom up | Insulin prom up cell count
Cc1noc(C)c1CS(=O)(=O)Cc1ccc(Cl)cc1 | i | 66.1 | 0.1 | 703 | -1.04 | -0.342 | -0.574 | 0.288 | 0.5% | 3.1 | 1.8 | 10.1 | -8.6% | i | 3.6 | -1.6 | 1139 | -0.8 | 1392
CCOC(=O)C1(Cc2ccccc2)CCCN(CCCn2cccn2)C1 (stereo unspecified) | i | 22.7 | -10.1 | 696 | -1.07 | -0.0882 | -0.286 | 0.669 | 0.2% | 3.9 | 1.5 | 9.3 | -3.3% | i | 1.1 | -2.5 | 967 | nt | nt
CCSc1ncc(Cl)c(C(=O)Nc2sc3c(c2C(=O)NCc2cccnc2)CCCC3)n1 | i | 31.2 | nt | nt | -0.496 | 0.7 | 0.645 | -0.061 | -1.1% | 3.1 | 1.6 | 5.1 | 6.9% | i | -12.4 | -0.7 | 1394 | -0.27 | 1509
CCC(=O)c1cn(CC(=O)NCc2cccnc2)c2ccccc12 | i | 25.5 | 5.2 | 773 | 0.9 | -0.231 | 0.96 | -0.891 | -2.5% | 3.2 | 1.9 | 3.7 | 4.0% | i | -9.4 | 0.7 | 1130 | 0.19 | 1237
NS(=O)(=O)c1cccc(-n2cnnn2)c1 | i | 35.7 | -1.9 | 681 | -0.504 | -0.242 | -0.327 | 1.22 | nt | nt | nt | nt | -7.6% | nt | nt | 1.9 | 996 | -0.17 | 1340

A few values from the list:
CCC(=O)c1cn(CC(=O)NCc2cccnc2)c2ccccc12 | CSM14.1 death rescue: -2.5%
Cc1noc(C)c1CS(=O)(=O)Cc1ccc(Cl)cc1 | Insulin prom up cell count: 1392
N#CC1=C(Nc2ccc(Br)cc2)CCC1 | CSM14.1 death rescue: -1.9%

Screens deposited in PubChem by several laboratories.
